# GPR151 ag: human GPR151 activation; actives 1% (n = 650,000); Q8TDV0; activation, % at 11.2 µM; PathHunter beta-arrestin GPR151 cells, luminescence; in the data active = activation above about 4.9%;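 note: 0% = median of compound wells and 100% = cells with positive control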
# Target sequence (Q8TDV0 whole entry, looked up): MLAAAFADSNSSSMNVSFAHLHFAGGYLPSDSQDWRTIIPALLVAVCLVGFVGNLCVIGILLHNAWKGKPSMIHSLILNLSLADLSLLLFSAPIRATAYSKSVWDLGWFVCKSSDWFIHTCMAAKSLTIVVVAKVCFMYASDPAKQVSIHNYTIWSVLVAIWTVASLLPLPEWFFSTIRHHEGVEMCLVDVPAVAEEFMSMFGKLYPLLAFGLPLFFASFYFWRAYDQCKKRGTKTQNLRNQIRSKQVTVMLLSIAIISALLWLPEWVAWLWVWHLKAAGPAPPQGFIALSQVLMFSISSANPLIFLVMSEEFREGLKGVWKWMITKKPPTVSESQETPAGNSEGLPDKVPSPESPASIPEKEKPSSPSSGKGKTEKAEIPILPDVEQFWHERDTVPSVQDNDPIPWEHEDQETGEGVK
# FBW7 activator: activators of human E3 ligase FBW7 | Q969H0 | AlphaScreen FBW7–phospho-cyclin E peptide binding, activator screen | normalized activity (activation), % at 26.1 µM | actives 0.13% (n = 650,000); in the data active = normalized activity above about 1.9%;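 note: purified mutant Fbw7 with reduced substrate affinity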
# MITF inh: inhibitors of human MITF; inhibition, % at 2.6 µM; AID 1259374; AlphaScreen MITF homodimerization, bead proximity signal; actives 0.91% (n = 650,000); in the data active = inhibition above about 50%;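 note: 0% = vehicle wells with protein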
# Target sequence (O75030 whole entry, looked up): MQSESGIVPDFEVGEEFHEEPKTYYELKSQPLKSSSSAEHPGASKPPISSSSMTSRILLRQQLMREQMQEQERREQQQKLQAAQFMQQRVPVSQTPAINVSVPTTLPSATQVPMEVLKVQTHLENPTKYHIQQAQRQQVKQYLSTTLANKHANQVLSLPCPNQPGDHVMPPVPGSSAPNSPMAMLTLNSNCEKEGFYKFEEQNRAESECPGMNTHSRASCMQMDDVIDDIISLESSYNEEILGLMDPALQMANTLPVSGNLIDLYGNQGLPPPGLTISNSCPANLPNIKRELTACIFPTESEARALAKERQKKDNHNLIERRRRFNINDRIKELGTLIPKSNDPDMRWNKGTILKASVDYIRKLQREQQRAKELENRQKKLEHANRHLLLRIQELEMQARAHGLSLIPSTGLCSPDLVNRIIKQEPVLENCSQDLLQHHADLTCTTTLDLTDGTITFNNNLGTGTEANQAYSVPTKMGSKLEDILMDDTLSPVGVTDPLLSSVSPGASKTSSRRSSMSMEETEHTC
# TEAD-YAP block: TEAD-YAP interaction inhibition; HEK-TIYL cells, TEAD-Gal4/YAP UAS-luciferase luminescence; inhibition, % at 9.12 µM; actives 1.4% (n = 640,000); AID 1259422; in the data active = inhibition above about 32%;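 note: 0% = median of test compound wells and 100% = reference inhibitor wells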
# Numbers without * were called inactive; . = not tested or not shown.
no.	canonical_smiles	GPR151 ag	FBW7 activator	MITF inh	TEAD-YAP block
1	COc1cc2ccccc2cc1C(=O)Nc1ccc2nc(C)sc2c1	0.0	-0.2	-8.5	-3.6
2	Cc1cccc(C(=O)NCCc2nc3ccccc3[nH]2)c1	0.2	0.3	14.3	-10.7
3	Cc1nc(N(C)c2ccc(C(C)C)cc2)c2c(C)c(C(=O)Nc3nc4c(C)cccc4s3)sc2n1	0.3	-0.1	4.1	-3.8
4	COc1ccc(OC)c(-n2c(=S)[nH]c3cc(C(=O)NCc4ccccc4OC)ccc3c2=O)c1	0.3	0.0	-9.4	-1.4
5	O=C(c1ccc(CNc2c(NC3CCCC3)c(=O)c2=O)cc1)N1CCc2ccccc21	1.2	-0.1	-0.1	-6.8
6	Cc1cc(C)nc(N2CCC(C(=O)Nc3ccc(C)c(Cl)c3)CC2)n1	1.0	-0.2	9.3	3.3
7	CCOc1ccc(NC(=S)N2CC(O)CC2C(N)=O)cc1 (centres undefined)	-0.3	0.0	3.7	2.2
8	COc1ccc(OCc2cc(C(=O)NCCCSC)no2)c(Cl)c1	-0.9	-0.1	1.1	-70.5
9	O=C1/C(=C/c2ccc(O)cc2)SC(=S)N1CN1CCOCC1	0.2	-0.3	0.4	-9.3
10	CCN1C(=O)N(CC)C2C1NC(=O)N2C (centres undefined)	-0.9	0.1	9.1	0.7
11	O=S(=O)(Cc1ccccc1)CC(O)COc1ccccc1 (centres undefined)	0.9	1.1	0.4	-3.0
12	O=C(c1ccc(F)c(F)c1)N1CCOc2ccc(CN3CCN(CCO)CC3)cc2C1	0.8	0.0	3.5	0.7
13	CCOc1ccc(C2C(=O)N(C3CCCCCC3)CC(=O)N2Cc2ccco2)cc1OC (centres undefined)	0.2	0.1	21.1	-3.7
14	CN(C)CC(C)(O)c1ccc2c(c1)CN(Cc1cc(CN3CCCCC3)cs1)CCO2 (centres undefined)	2.6	0.0	-15.8	0.1
15	CNCCC(Oc1ccc(C(F)(F)F)cn1)c1ccccc1 (centres undefined)	-0.9	0.1	9.4	5.2
16	COC(=O)c1ccc(CN2CCN(c3ccc(F)cc3)CC2)cc1	0.0	-0.3	30.4	5.0
17	COc1ccc(C(=O)N2N=C(C)CC2(O)C2CCCCC2)cc1 (centres undefined)	0.5	-0.2	-8.4	-1.9
18	COc1ccc(C2(C(=O)Nc3ccc(C(=O)NCc4ccccc4)cc3)CCOCC2)cc1	0.3	-0.2	-3.0	3.1
19	Cc1cccc(NC(=O)c2ccc3c(c2)C(=O)N(c2cccc([N+](=O)[O-])c2)C3=O)c1	1.2	0.0	7.4	4.7
20	O=C(O)c1nccnc1C(=O)Nc1ccc(OC(F)(F)F)cc1	0.2	0.0	7.2	2.1
21	COc1ccc(C(N)C(=O)N2CCN(C(=O)c3ccc4[nH]ncc4c3)CC2)cc1 (centres undefined)	0.1	0.0	-8.6	1.6
22	CNC(=O)c1ccc(-c2cc(C(C)C)ccc2OC)nc1N(C)C	1.6	0.0	10.4	-14.4
23	CC1=C(C(=O)N(C)C)C(c2ccccc2F)NC(=S)N1 (centres undefined)	0.7	0.0	7.5	1.6
24	Fc1ccccc1N1CCN(C(c2ccncc2)c2nnnn2C2CCCC2)CC1 (centres undefined)	1.2	-0.1	-11.1	-7.2
25	O=C1C2C3C=CC(C3)C2C(=O)N1c1ccc(Cl)cc1 (centres undefined)	-0.9	0.2	-11.2	4.5
26	CCOc1ccc(S(=O)(=O)Nc2cc(C(C(=O)OC(C)C)C(=O)C(F)(F)F)c(O)c3ccccc23)cc1 (centres undefined)	0.8	0.0	-2.3	9.9
27	CC(C)CCC1(C2CCN(CC3CC=CCC3)CC2)NC(=O)N(CCN(C)C)C1=O (centres undefined)	-0.7	0.1	-11.8	2.3
28	COc1ccc(CC2(CCC(=O)NC34CC5CC(CC(O)(C5)C3)C4)CCC(=O)N2)cc1 (centres undefined)	-0.7	0.0	-0.6	4.2
29	CC1CCN(C(=O)CSCC(=O)O)CC1	0.1	0.2	-10.4	-1.1
30	CC(NS(=O)(=O)c1cccc(C(=O)O)c1)C12CC3CC(CC(C3)C1)C2 (centres undefined)	1.8	-0.1	-4.0	-2.2
31	CCOCCCNc1nc2c(S(=O)(=O)c3ccc(CC)cc3)nnn2c2ccccc12	2.2	-0.1	-4.1	-4.1
32	O=[N+]([O-])c1c(NCCCO)cc(N2CCN(c3ccc(F)cc3)CC2)c2nonc12	-0.6	0.0	8.6	8.5
33	COc1ccc(CCNC(=O)c2cncc(-c3ccc(N4CCN(C)CC4)cc3)c2)cc1	-1.5	0.2	12.1	2.1
34	O=C(Nc1ccc(Br)cc1)c1ccc(OC(=O)c2cc3nc(-c4ccccc4)cc(C(F)(F)F)n3n2)cc1	0.1	-0.1	-2.3	-23.9
35	COc1cc(C(=O)N/N=C(\C)c2ccccc2)cc(OC)c1OC	0.8	-0.1	7.3	60.8*
36	CC[C@H](C(=O)NCc1nc(-c2ccncc2)n[nH]1)c1ccccc1	-0.4	0.1	13.1	2.3
37	C/C(=N\Nc1nc2ccccc2s1)c1ccc(C#N)cc1	-0.6	0.2	19.7	-36.8
38	CCOc1cc(C2Oc3nc(SC)nnc3-c3ccccc3N2C(=O)CC)ccc1OC (centres undefined)	-1.6	-0.1	21.3	7.0
39	c1ccc(-c2nc(N3CCOCC3)c3ccccc3n2)cc1	-0.5	0.0	-15.9	9.0
40	Cn1c2ccc(Br)cc2c2nnc(SCC(=O)N3c4ccccc4Sc4ccccc43)nc21	0.4	-0.1	-1.3	-7.8
41	N#CCN1CCN(CC(=O)N2CCN(c3ccccc3)CC2)CC1	-1.3	-0.1	10.5	-1.4
42	CCCc1cc(=O)[nH]c(SCC(=O)Nc2ncccn2)n1	0.9	0.8	6.1	11.4
43	Cc1ccc(NC(=O)NC2(C(=O)NCc3ccncc3)CCCCC2)cc1	5.4*	-0.1	-10.8	-12.0
44	Cc1ccccc1OCc1nnc(SCC(=O)O)n1-c1ccc(F)cc1	0.3	0.0	5.9	0.1
45	CCCCC[C@](C)(O)/C=C/[C@H]1[C@H](O)CC(=O)[C@@H]1CCCCCCC(=O)O	1.2	.	1.9	.
46	CC(=O)NCCCCCc1nc2ccccc2n1CCC(C)C	4.1	-0.1	8.7	-8.3
47	O=C(CSc1nnnn1-c1ccc2c(c1)OCO2)Nc1ccc(Oc2ccccc2)cc1	-0.7	-0.2	-9.0	-4.1
48	O=[N+]([O-])c1ccc(COc2ccc(CO)cc2I)cc1	-0.5	0.9	20.3	-72.5

# Reformatted: results already given
44. Cc1ccccc1OCc1nnc(SCC(=O)O)n1-c1ccc(F)cc1
42. CCCc1cc(=O)[nH]c(SCC(=O)Nc2ncccn2)n1
48. O=[N+]([O-])c1ccc(COc2ccc(CO)cc2I)cc1

screen / no.	44	42	48
GPR151 ag	0.3	0.9	-0.5
FBW7 activator	0.0	0.8	0.9
MITF inh	5.9	6.1	20.3
TEAD-YAP block	0.1	11.4	-72.5

# Next part:
no.	canonical_smiles	GPR151 ag	FBW7 activator	MITF inh	TEAD-YAP block
49	Cc1ccc2c(c1)-c1c(ssc1=S)C(C)(C)N2CC(=O)c1ccc(F)cc1	-1.6	-0.2	26.2	1.9
50	CCN1C(=O)CSc2ccc(C(=O)NC3CCCCC3C)cc21 (centres undefined)	1.4	0.3	11.7	10.4
51	O=C1c2ccccc2C(=O)C1c1ccc(Cl)cc1Cl	0.6	-0.1	-7.1	-2.9
52	C=CCSc1nc2sc3c(c2c(=O)n1CC=C)CCc1ccccc1-3	3.5	-0.1	3.3	2.4
53	COc1ccc(Br)cc1C(=O)Nc1cc(C(=O)O)cc(C(=O)O)c1	0.3	0.0	6.0	-9.8
54	CC(CC(=O)O)CC(=O)NNc1ncc(Cl)cc1Cl (centres undefined)	-0.4	0.1	3.1	3.7
55	Cc1cccc(NC(=O)C2CC(=O)N(Cc3ccccc3)C(=Nc3ccc(F)cc3)S2)c1 (centres undefined)	0.1	-0.2	-8.7	5.5
56	c1ccc(-c2cc(NCc3cccs3)ncn2)cc1	0.7	0.3	-6.5	-33.9
57	CC1CN(C(=O)c2ccc([N+](=O)[O-])s2)CC(C)O1 (centres undefined)	0.5	0.7	8.3	2.5
58	CC1=C(C(=O)OC2CCCC2C)C(c2ccc(N(C)C)cc2)NC(=O)N1 (centres undefined)	1.0	-0.3	13.2	5.5
59	Cc1ccc(NC(=O)Cn2c(C)nc3sc4c(c3c2=O)CCCC4)cc1Cl	-0.8	0.0	5.2	1.9
60	COC(=O)c1ccccc1-c1ccc(/C=C2/SC(=Nc3ccccc3Cl)NC2=O)o1	-0.6	0.0	13.0	5.2
61	COc1cc2c(cc1OC)C(C(=O)N1CCCCC1)C(c1cccs1)N(C)C2=O (centres undefined)	1.6	-0.1	-2.0	9.0
62	COc1cc(-c2noc(CCCC(=O)Nc3ccc(C)cc3C)n2)cc(OC)c1OC	-1.1	0.3	16.4	2.9
63	O=C(CN1C(=O)N2CCN=C2c2ccccc21)N1CCN(c2ccccc2F)CC1	-0.8	0.1	-0.2	1.9
64	CCOC(=O)C1=C(C)NC2=C(C(=O)C(C(=O)OCC)C(c3cccc(OC)c3)C2)C1c1ccc(Br)cc1 (centres undefined)	1.8	0.0	-8.7	7.8
65	CCNc1nsc(C(=O)c2ccc(Cl)cc2)c1N	0.0	-0.1	-3.7	-16.6
66	CCc1ccc(C(=O)CSc2nnc(C)c(=O)[nH]2)cc1	-0.7	-0.2	8.3	5.0
67	COC(=O)Cn1c(=O)c(Cc2cccc([N+](=O)[O-])c2)nc2ccccc21	1.4	0.1	-9.5	-2.6
68	N#CCSc1nc2c(sc(=S)n2-c2ccccc2)c(=O)[nH]1	1.3	0.1	-0.6	0.6
69	CCCC/C=C/c1cnc(N)c(-c2ccc(O)cc2)n1	-0.7	0.6	20.5	-10.8
70	O=S(=O)(Nc1cccc(-c2ccc(N3CCOCC3)nn2)c1)c1ccc2ccccc2c1	1.0	0.0	14.1	-7.3
71	COc1ccc(CCNC(=O)c2cccc(Nc3cnccn3)n2)cc1	0.0	0.1	-11.9	3.4
72	CC(=O)Nc1ccc(S(=O)(=O)n2cccn2)cc1	0.2	0.2	8.1	-4.6
73	Cc1ccc([N+](=O)[O-])cc1N(CC(=O)Nc1cccc(Br)c1)S(C)(=O)=O	-1.1	0.0	-30.5	-18.0
74	N#CC1=C(N)OC2=C(C(=O)CCC2)C1c1ccoc1 (centres undefined)	-1.1	-0.2	8.3	-0.7
75	COc1ccc(C(=O)Nc2ccc(O)c(-c3nc4cc(C)ccc4o3)c2)cc1	-1.6	0.1	6.9	-7.5
76	CCCN=C(C)C1=C(O)C(C(=O)OC)C(C)(C)CC1=O (centres undefined)	0.4	0.2	9.4	6.2
77	CCOc1ccc2[nH]c3nc(SCC(=O)NCC4CCCO4)nnc3c2c1 (centres undefined)	0.0	0.4	4.8	5.0
78	COc1ccccc1NC(=O)C1=C(C)NC(=S)NC1c1ccccc1Cl (centres undefined)	2.2	0.2	-6.2	-4.6
79	COc1cccc(/C=C2/N=C(c3ccc(OC)c(OC)c3)OC2=O)c1	0.2	-0.1	-3.9	5.2
80	COc1cccc(N=C2SC(C(=O)Nc3cccc(Cl)c3)CC(=O)N2C)c1 (centres undefined)	1.1	0.0	-8.2	-1.8
81	CCOc1cc2c(cc1/C=C1\C(=O)NC(=S)N(c3cccc(F)c3)C1=O)OCO2	-2.3	0.1	22.0	11.1
82	CC(CC(=O)Nc1ccccc1C(=O)N1CCOCC1)c1ccccc1 (centres undefined)	-0.8	-0.1	-10.2	-18.1
83	O=C(Oc1cccc2ccccc12)N1CCN2C(=O)[C@@H]3CCCN3C(=O)[C@H]2C1	0.3	0.2	17.9	1.9
84	O=C(N/N=C/c1ccc(Cl)cc1)C1CCCN1S(=O)(=O)c1ccc(Cl)cc1 (centres undefined)	4.3	0.0	5.4	-18.8
85	Cc1cc(NCCc2ccc(O)cc2)nc(-c2ccccc2)n1	-0.5	0.8	17.0	-38.5
86	CC(C)COc1ccc(CC(C#N)C(=O)O)cc1Cl (centres undefined)	0.0	0.0	-6.4	-1.9
87	O=C(Nc1ccc(-c2nc3ccccc3o2)cc1)c1ccc(I)o1	-0.7	0.2	-5.3	-11.1
88	Cc1ccc(CNC(=O)c2ccc(CNc3c(N4CCCCC4)c(=O)c3=O)cc2)cc1	-0.1	0.2	9.2	0.5
89	Cc1ccc(C(C)C(=O)N2CCn3cc(C(F)(F)F)nc3C2)cc1 (centres undefined)	-0.8	0.0	18.5	-1.0
90	COc1ccccc1CNC(=O)CCc1c(C)nc2c3c(C)cc(C)nc3nn2c1C	-0.3	0.0	9.7	3.9
91	Cc1nn(C)cc1CNCc1ccc(OCC(O)CN(C)Cc2ccccc2)cc1 (centres undefined)	-0.2	0.3	2.2	5.8
92	O=C(NCc1ccc(Cl)cc1)c1ccc2c(c1)NC(=O)C(CSCc1c(F)cccc1Cl)N2 (centres undefined)	0.0	0.1	-14.5	6.6
93	O=C(/C=C/c1ccc2c(c1)OCCO2)c1ccc(O)cc1	-3.3	-0.3	-7.7	63.9*
94	Cc1ccc(C(=O)Nc2nnc(-c3cccs3)s2)cc1C	-0.9	0.3	11.3	-23.3
95	CCOc1ccccc1C1C(C#N)=C(SC)NC(C)=C1C(=O)Nc1ccccc1 (centres undefined)	2.1	0.2	-2.6	5.1
96	O=C(c1cccnc1)C1CCN(C(=O)C2CCCCC2)CC1	-0.2	0.1	3.9	-1.4

# Quoted at random: two compounds from above
no.	canonical_smiles	GPR151 ag	FBW7 activator	MITF inh	TEAD-YAP block
91	Cc1nn(C)cc1CNCc1ccc(OCC(O)CN(C)Cc2ccccc2)cc1 (centres undefined)	-0.2	0.3	2.2	5.8
93	O=C(/C=C/c1ccc2c(c1)OCCO2)c1ccc(O)cc1	-3.3	-0.3	-7.7	63.9*

# Bioassay records (PubChem BioAssay)
